S2 tox = Viability Counterscreen for Primary qHTS for Inhibitors of ATXN expression | S2 cells (HEK-293 line with an ATXN2-luciferase reporter) viability, CellTiter-Fluor protease fluorescence, 24 h | 400,000 tested, 0.49% active | Potency, µM (titrated, usually from 56.7 µM), hits mostly cytotoxic; note: nearly all actives have a fitted effect of over 40% in size
A549 tox = Nrf2 qHTS screen for inhibitors: counterscreen for cytotoxicity | A549 ARE-Fluc cells, CellTiter-Fluor viability, 18-24 h | Potency, µM (titrated, usually from 46 µM), inactives show at the highest dose activity change, negative = cytotoxicity, actives largely listed as inhibitors | 390,000 tested, 0.16% active; note: % is set by controls: 0 for no effect and ±100 for the full control effect
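A549 ARE-Fluc cells in 5% FBS OPTI-MEM, 5000 cells/well, rested 2 h then exposed to compounds in concentration-response for 18-24 h at 37 °C. Viability by CellTiter-Fluor fluorescence (Ex 405/Em 525) after 30 min; luciferase luminescence (BugLite, 15 min, RT) read afterwards.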
HepG2 tox = qHTS for Inhibitors of TGF-b: Cytotox Counterscreen; HepG2 CAGA-GFP viability, ATP luminescence, 18 h; Potency, µM (top dose mostly 46.1 µM), for inactives: top-dose activity change, negative = cytotoxicity, hits mostly cytotoxic; 410,000 tested, 0.76% active; AID 588856, 2011; note: some results filed as inactive show a strong effect at the top dose
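CellTiter-Glo luminescence gave cytotoxicity after 18 hours at 37 degrees C. The cells were HepG2 CAGA-GFP in 1% FBS DMEM, stimulated with 500 pg/mL TGF-beta after compound addition. %Activity was normalised to no-cell wells (complete cell-killing) and DMSO (no toxicity), and curves were fitted and classified.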
Nrf2 ARE act = qHTS of Nrf2 Activators. 410,000 tested, 0.31% active. Potency, µM (doses to about 46.1 µM), without a hit: top-dose activation, usual class: activators. AREc32 ARE-luciferase reporter (MCF7-derived line), luminescence, 24 h; note: % of control where 0% means no effect; nearly all actives have a fitted effect of over 65% in size
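Quantitative high-throughput format: AREc32 reporter cells, 1000 per well, received compound by pin transfer and were incubated 24 hr at 37 deg C, 5% CO2, before Steady-Glo luminescence detection.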
Nrf2 inh = Nrf2 qHTS screen for inhibitors | A549 ARE-Fluc reporter, luciferase luminescence, 18-24 h | 360,000 tested, 2.1% active | AID 504444, 2011 | Potency, µM (titrated, usually from 46 µM), for inactives: at the top dose activity change, negative = inhibition, actives largely listed as inhibitors; note: % is set by controls: 0 for no effect and ±100 for the full control effect; nearly all actives have a fitted effect of over 60% in size
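Cells were seeded and rested 2 h, then exposed to compounds for 18-24 h. CellTiter-Fluor was read first as a viability measure. BugLite was added 15 min before the final luminescent read of ARE-luciferase activity in A549 cells.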
MCF10A rerep = A quantitative high throughput screen for small molecules that induce DNA re-replication in MCF 10a normal breast cells; MCF 10A DNA re-replication, Hoechst nuclear intensity, 48 h; Potency, µM (doses to about 46.1 µM), inactives show at the highest dose activity, positive = re-replication, usual class: activators; 350,000 tested, 2.9% active; AID 624296, 2012; note: % of control where 0% means no effect; nearly all actives have a fitted effect of over 50% in size
ATXN2 expr inh = Primary qHTS for Inhibitors of ATXN expression. HEK-293 ATXN2-luciferase reporter, luminescence, 24 h. Potency, µM (titrated, usually from 57 µM), without a hit: top-dose activity change, negative = inhibition, actives largely listed as inhibitors. 360,000 tested, 0.72% active. AID 1745845, 2022; note: % is set by controls: 0 for no effect and ±100 for the full control effect; nearly all actives have a fitted effect of over 55% in size
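qHTS (up to 57 uM final) was run with 24 h compound exposure of reporter cells at 37 °C. Each well was multiplexed: SteadyGlo luminescence measured ATXN2-luciferase expression after a fluorogenic Gly-Phe-AFC viability readout (25 uM final).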
EPAC2 antag = qHTS for Antagonist of cAMP-regulated guanine nucleotide exchange factor 2 (EPAC2): primary screen. Rap guanine nucleotide exchange factor 4 (Homo sapiens), Q8WZA2. EPAC2 GEF exchange of Rap1B-BODIPY-GDP, fluorescence. Potency, µM (highest dose often 114 µM), inactives show at the top dose activity, negative = inhibition, hits mostly inhibitors. 360,000 tested, 0.18% active. AID 720708, 2013; note: % is set by controls: 0 for no effect and ±100 for the full control effect; nearly all actives have a fitted effect of over 45% in size; many of its hits are not listed in these tables
Target sequence (Q8WZA2 whole entry, looked up): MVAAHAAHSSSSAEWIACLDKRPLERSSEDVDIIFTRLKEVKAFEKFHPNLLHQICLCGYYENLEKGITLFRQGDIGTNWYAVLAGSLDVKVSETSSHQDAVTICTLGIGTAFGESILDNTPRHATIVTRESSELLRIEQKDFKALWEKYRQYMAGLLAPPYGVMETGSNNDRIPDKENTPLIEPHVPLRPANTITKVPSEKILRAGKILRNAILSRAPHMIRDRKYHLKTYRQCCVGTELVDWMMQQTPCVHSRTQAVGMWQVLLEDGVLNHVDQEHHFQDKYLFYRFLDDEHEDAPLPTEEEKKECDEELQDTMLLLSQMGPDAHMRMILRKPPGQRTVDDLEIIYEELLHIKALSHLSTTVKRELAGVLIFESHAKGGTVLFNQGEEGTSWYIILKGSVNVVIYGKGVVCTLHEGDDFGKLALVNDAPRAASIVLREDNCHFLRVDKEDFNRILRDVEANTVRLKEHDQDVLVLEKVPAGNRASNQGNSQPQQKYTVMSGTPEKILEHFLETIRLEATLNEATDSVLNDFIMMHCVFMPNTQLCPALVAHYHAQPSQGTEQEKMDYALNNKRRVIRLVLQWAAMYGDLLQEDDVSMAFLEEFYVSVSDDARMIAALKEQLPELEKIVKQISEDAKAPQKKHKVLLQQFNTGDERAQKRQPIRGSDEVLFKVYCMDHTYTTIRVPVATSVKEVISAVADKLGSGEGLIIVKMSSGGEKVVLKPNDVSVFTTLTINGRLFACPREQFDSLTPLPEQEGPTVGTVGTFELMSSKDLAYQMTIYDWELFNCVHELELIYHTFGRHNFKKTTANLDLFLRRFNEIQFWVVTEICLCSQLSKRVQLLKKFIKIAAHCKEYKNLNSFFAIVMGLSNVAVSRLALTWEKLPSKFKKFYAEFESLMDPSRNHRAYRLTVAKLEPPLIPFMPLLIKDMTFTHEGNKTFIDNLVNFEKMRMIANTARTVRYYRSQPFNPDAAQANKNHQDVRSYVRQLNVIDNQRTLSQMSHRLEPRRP
TGFb SMAD3 inh = qHTS for Inhibitors of TGF-b | HepG2 CAGA-GFP TGF-b/SMAD3 reporter, GFP fluorescence, 18 h; TGF-beta stimulated, 500 pg/mL final | Potency, µM (highest dose often 46.1 µM), without a hit: at the highest dose activity, negative = inhibition, usual class: inhibitors | 410,000 tested, 1.2% active; note: % is set by controls: 0 for no effect and ±100 for the full control effect; nearly all actives have a fitted effect of over 65% in size
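Using HEPG2 CAGA-GFP reporter cells at 1000 cells/well, we pinned test compounds, stimulated with recombinant TGF-beta (500 pg/mL final) and measured total well GFP after 18 h.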
Numbers without * were called inactive; i = inactive; ? = inconclusive; · = not tested or not shown; & = joins results of further samples; [ ] = another dose, or the depositor's remark. Calls come from the whole dose curve; as a rule, active = well fitted curve in the direction sought with a large enough effect; inconclusive = small, poorly fitted or top-dose-only effect, or another doubt; inactive = no such curve, though single readings can be large; an effect the other way counts as inactive or inconclusive. Potency is the fitted concentration of half-maximal effect. This is a subset, so the mix of outcomes need not match the whole.

SMILES	S2 tox	A549 tox	HepG2 tox	Nrf2 ARE act	Nrf2 inh	MCF10A rerep	ATXN2 expr inh	EPAC2 antag	TGFb SMAD3 inh
O=C1CN(C(=O)c2cnccn2)c2ccccc2N1	i	-7%	-1%	0.6%	2%	-2%	7%	3%	-4%
Cc1noc(C(=O)NCc2cccnc2)c1Cl	i	5%	-5%	-0.6%	16%	4%	-11%	-2%	3%
COC(=O)c1ccc2c(c1)NC(=O)c1ccccc1S2	i	9%	6%	2.6%	24%	-1%	2%	-1%	12%
c1ccc2c(c1)ncn2CCCCOc1ccc2c(c1)CCC2	i	·	-59%	1.8%	?	21µM*	-12%	-5%	-22%
O=C(COC(=O)Cc1ccc(F)cc1)NC1CCCC1	i	0%	3%	0.0%	4%	-4%	9%	8%	8%
CCOC(=O)CC(C#N)c1c[nH]c2ccccc12 (configuration not stated)	i	8%	-23%	0.0%	4%	-2%	-17%	-12%	3%
CC(C)Cn1c(=O)c2sccc2n2c(CCCC(=O)NCC(C)c3ccccc3)nnc12 (configuration not stated)	·	-1%	-13%	-0.7%	-2%	·	·	·	-32%
O=c1cc[nH]c2cc(C(F)(F)F)ccc12	i	0%	2%	-0.1%	-16%	-1%	10%	0%	29%
CN1CCN(c2nc3c(S(=O)(=O)c4ccc(Cl)cc4)nnn3c3ccsc23)CC1	i	11%	-25%	-0.9%	-5%	·	-4%	·	1%
CC/C(=N\Nc1nncc2ccccc12)c1ccc(F)cc1	i	-15%	-1%	0.6%	?	5%	73%[activator]	4%	?
CCO[C@H]1OC(C(=O)O)=C[C@@H](c2ccc(C(F)(F)F)cc2)[C@@H]1CCCO	i	5%	0%	0.6%	-11%	15%	-9%	12%	1%
CCOc1ccccc1OCC(=O)NNC(=S)NC1CCCCC1	?	-3%	-9%	0.4%	15%	?	-1%	9%	8%
CCN(CC(=O)Nc1ccc(NC(C)=O)cc1)CC(=O)Nc1cc(C)on1	i	0%	2%	0.2%	1%	0%	6%	12%	-1%
COc1ccccc1CNC(=O)COc1ccc(S(=O)(=O)N2CCOCC2)cc1	i	1%	-38%	-0.7%	-18%	4%	2%	1%	7%
CCOc1cc(N2CCOCC2)c(OCC)cc1NC(=O)Cc1cn2ccsc2n1	i	1%	15%	-0.4%	12%	12%	-3%	-1%	4%
Cc1cccc(C)c1N1CCN(S(=O)(=O)c2ccc(F)cc2)CC1	i	-6%	19%	-0.8%	·	?	-11%	-8%	-12%
N#Cc1c(N)nc2c3c(sc(=N)c2c1N)NC(=O)CC3c1ccccc1Cl (configuration not stated)	i	-22%	-83%	-0.5%	?	?	?	-2%	?
Cc1ccc(NC(=O)Cn2cc(C=O)c3ccccc32)cc1C	i	3%	-42%	0.0%	-3%	2%	·	1%	?
Cc1ccc(C)c(C(=O)CCC(=O)Nc2ccc(F)cc2)c1	i	5%	2%	1.8%	?	?	-5%	-9%	0%
CCc1cccc(C)c1NC(=O)Cn1c(NCCO)nc2ccccc21	i	3%	-8%	-0.4%	25%	0%	-8%	15%	23%
Cc1cc(Cl)ccc1Oc1nc(-c2ccccc2)ncc1S(C)(=O)=O	i	4%	19%	-0.8%	·	1%	-10%	-10%	11%
CCC1(CC)C(=O)C2=C3C1[C@H](C(=O)OC)CC(C(=O)OC)C[C@H]3n1c(=O)n(C)c(=O)n1[C@H]2C (some centres not stated)	i	-3%&1%	6%&-4%	-0.9%	10%&2%	?	8%	-6%	7%&4%
COc1cc(S(=O)(=O)N2CCOCC2)ccc1NC(=O)COc1ccc(N(C)S(=O)(=O)c2ccc(C)cc2)cc1	i	0%	-8%	0.2%	-12%	-3%	-15%[11.3 µM]	19%	-10%
CC1CN(C(=O)/C(C#N)=C2\N=C(NC(=O)c3ccc(F)cc3)c3ccccc32)CC(C)O1 (configuration not stated)	i	11%	-7%	0.1%	-11%	-1%	16%	-4%	-1%
Cc1ccc(C(=O)CSc2nnc(-c3snnc3C)n2C2CC2)cc1	?	-10%	18%	0.1%	-27%	?	-7%	4%	3%
Cc1cc(NS(=O)(=O)c2ccc(NC(=O)COc3ccc(Br)cc3)cc2)nc(C)n1	i	3%	-31%	0.0%	-23%	18µM*	-13%	-4%	-29%
COC(=O)[C@]1(Cc2ccccc2)N[C@H](c2ccc(SC3CCCCC3)c(OC)c2)[C@@H]2C(=O)N(C)C(=O)[C@@H]21	i	-8%	-7%	-0.8%	-26%	20%	-12%	-11%	-15%
Cc1ccc(CNC(=O)C2(NC(=O)Nc3ccc(C)cc3)CCCCC2)cc1	i	-1%	-3%	0.7%	6%	-3%	-6%	11%	-9%
Cc1ccc(Cn2cc(C(=O)c3ccc(F)cc3)c(=O)c3cc4c(cc32)OCCO4)cc1	i	?	4%&-2%	2.2%&-1.2%	?	5%	-1%&-2%	5%	33%&2%[activator]
CCSc1ccccc1C(=O)Nc1cccc(OC)c1	?	-7%	5%	0.3%	8%	0%	7%	9%	-7%
COCc1cc(=O)n2[nH]c(C)cc2n1	i	-10%	4%	-0.7%	?	-6%	0%	0%	?
Cc1ccc([N+](=O)[O-])cc1NC(=O)C1CCN(S(C)(=O)=O)CC1	i	1%	5%	-0.1%	-1%	-3%	22%	-7%	11%
O=C(O)C1=C[C@H](c2ccccc2)C[C@H](OCc2ccc(CO)cc2)O1	i	-3%	5%	-0.5%	3%	?	7%	17%	0%
O=C(NC1CCCCC1)C(c1ccccc1)N(C(=O)c1csnn1)C1CCCC1 (configuration not stated)	i	-3%	2%	-0.5%	-3%	2%	-2%	1%	11%
NC(=O)C1CCN(C(=O)c2ccc(Oc3ccccc3)cc2)CC1	i	-6%	1%	-0.6%	4%	-3%	2%	10%	10%
COc1ccccc1/C=C/CN1CCCCC1	i	-7%	2%	0.0%	2%	?	1%	11%	-11%
COc1ccc(NC(=O)c2cc3c([nH]c2=O)CC(c2ccccc2)CC3=O)cc1 (configuration not stated)	·	4%	-13%	-0.9%	·	·	·	·	-2%
Cc1[nH]n(-c2ccccc2)c(=O)c1C(c1ccc(C(=O)O)cc1)c1c(C)[nH]n(-c2ccccc2)c1=O	?	3%	-26%	11%	-11%	-1%	-10%	13%	3%
CCOC(=O)c1c(C)[nH]c(C)c1S(=O)(=O)NC1CCN(C(=O)OCC)CC1	i	5%	7%	-0.5%	18%	1%	1%	7%	10%
Nc1ncnc(Nc2ccccc2Cl)n1	i	1%	9%	3.7%	3%	0%	·	23%	20%

In the list so far, these contain an aryl methoxy group:
SMILES	S2 tox	A549 tox	HepG2 tox	Nrf2 ARE act	Nrf2 inh	MCF10A rerep	ATXN2 expr inh	EPAC2 antag	TGFb SMAD3 inh
COc1ccccc1CNC(=O)COc1ccc(S(=O)(=O)N2CCOCC2)cc1	i	1%	-38%	-0.7%	-18%	4%	2%	1%	7%
COc1cc(S(=O)(=O)N2CCOCC2)ccc1NC(=O)COc1ccc(N(C)S(=O)(=O)c2ccc(C)cc2)cc1	i	0%	-8%	0.2%	-12%	-3%	-15%[11.3 µM]	19%	-10%
COC(=O)[C@]1(Cc2ccccc2)N[C@H](c2ccc(SC3CCCCC3)c(OC)c2)[C@@H]2C(=O)N(C)C(=O)[C@@H]21	i	-8%	-7%	-0.8%	-26%	20%	-12%	-11%	-15%
CCSc1ccccc1C(=O)Nc1cccc(OC)c1	?	-7%	5%	0.3%	8%	0%	7%	9%	-7%
COc1ccccc1/C=C/CN1CCCCC1	i	-7%	2%	0.0%	2%	?	1%	11%	-11%
COc1ccc(NC(=O)c2cc3c([nH]c2=O)CC(c2ccccc2)CC3=O)cc1 (configuration not stated)	·	4%	-13%	-0.9%	·	·	·	·	-2%

2 compounds drawn at random from those above:
SMILES	S2 tox	A549 tox	HepG2 tox	Nrf2 ARE act	Nrf2 inh	MCF10A rerep	ATXN2 expr inh	EPAC2 antag	TGFb SMAD3 inh
CCOC(=O)c1c(C)[nH]c(C)c1S(=O)(=O)NC1CCN(C(=O)OCC)CC1	i	5%	7%	-0.5%	18%	1%	1%	7%	10%
O=C(NC1CCCCC1)C(c1ccccc1)N(C(=O)c1csnn1)C1CCCC1 (configuration not stated)	i	-3%	2%	-0.5%	-3%	2%	-2%	1%	11%

More entries
SMILES	S2 tox	A549 tox	HepG2 tox	Nrf2 ARE act	Nrf2 inh	MCF10A rerep	ATXN2 expr inh	EPAC2 antag	TGFb SMAD3 inh
CCCn1cnc2cc(NCc3cccc(OC)c3O)ccc21	i	-2%	3%	2.9%	11%	-1%	61%[activator]	-1%[57.1 µM]	-14%
O=C(NNC(=O)c1cccc2ccccc12)c1ccc2c(c1)OCO2	i	-5%	8%	2.9%	?	-5%	48%[activator]	5%	10%
Cc1nc2cc(C)c(C)cc2s1	i	2%	-3%	-0.6%	8%	-2%	-17%	8%	1%
CCC1=C(Nc2ccccc2)COC1=O	i	·	-13%	6.2%	·	·	·	6%	-5%
O=C(c1ccccc1)c1c[nH]c2ccccc12	i	0%	-3%	2.5%	29%	6%	21%	-5%	11%
COc1ccccc1NC(=O)COC(=O)c1c[nH]c(=O)[nH]c1=O	?	0%	1%	0.4%	-5%	2%	·	2%	-6%
